All columns: NCI-60 one-dose screen, growth in % after 48 h at 10 µM unless noted; 100 = growth as untreated, 0 = no growth, -100 = all killed.
SNB-75 – SNB-75 CNS cancer | AID 1794750 | hit rate 5% among 79,000
SW-620 – SW-620 colon cancer | hit rate 5.2% among 82,000 | AID 1794795
HCC-2998 – HCC-2998 colon cancer; hit rate 4.7% among 79,000; AID 1794799
KM12 – KM12 colon cancer cells; AID 1794800; hit rate 5% among 82,000
SF-268 – SF-268 CNS cancer cells; hit rate 3.1% among 82,000; AID 1794759
SNB-19 – SNB-19 CNS cancer cells; hit rate 2.5% among 81,000; AID 1794751
SF-295 – SF-295 CNS cancer cells; hit rate 5.6% among 79,000
SF-539 – SF-539 CNS cancer. hit rate 6.8% among 81,000
HT29 – HT29 colon cancer | hit rate 7.4% among 81,000 | AID 1794748
An asterisk follows results filed as active; · = not tested or not shown. How the source made its calls: active means growth percent below 10; inactive means the rest.

SMILES	SNB-75	SW-620	HCC-2998	KM12	SF-268	SNB-19	SF-295	SF-539	HT29
COc1ccc(C(=O)/C(=N/O)S(=O)(=O)c2ccccc2)cc1	86.9	108.7	98.1	100.5	98.0	103.3	102.1	108.7	97.2
NC1C2CN(c3cnc(C(=O)Nc4cc(F)cc5cccnc45)cn3)CC12 (configuration not stated)	78.0	74.7	100.6	92.6	92.3	81.7	97.6	90.0	55.5
CCOC(=O)Cn1c(=O)c2nnc(C)n2c2ccccc21	89.0	105.8	107.3	·	·	104.7	94.1	101.3	107.7
CCOc1cc(-c2ccc[nH]2)[nH]c1/C=C1\N=C(C)C(C(=O)OC)=C1C	-65.0*	-72.9*	-87.0*	-85.3*	-55.7*	11.9	-69.8*	-66.7*	·
Nc1nc(C(=O)NNC(=O)Nc2ccccc2)nn1-c1ccc(S(N)(=O)=O)cc1	90.7	81.7	98.7	88.7	93.1	93.7	105.4	96.6	101.9
CC(=O)CCSCc1ccccc1	97.4	108.0	112.7	108.9	104.5	107.8	88.7	102.3	110.3
c1cnc2noc(Nc3ncnc4c3sc3ncccc34)c2c1	82.1	101.6	108.5	97.4	104.1	95.1	·	92.8	98.7
CC/C=C(\CCC)C(C)(C#N)C(=O)OCC (configuration not stated)	86.1	113.3	114.8	106.4	110.2	107.7	·	101.6	·
Cc1cc(=O)[nH]c(=O)n1Cc1cn(-c2cc3ccccc3oc2=O)nn1	84.8	99.2	105.7	97.3	93.4	102.2	101.5	106.9	101.4
COc1ccccc1NC(=O)NCN1CCOCC1	87.9	112.9	116.5	106.9	106.7	105.5	·	102.8	96.1
COc1ccc(-c2ccnc3c(C#N)c(Nc4ccccc4)nn23)cc1	84.9	99.3	99.6	100.8	100.4	94.0	104.7	92.9	104.8
CCCCC(CC)CNCCOC(=O)c1ccc([N+](=O)[O-])cc1 (configuration not stated)	98.6	106.5	95.8	100.3	105.4	96.6	102.0	102.5	102.6
COc1ccc(/C=C(\c2cc(OC)c(OC)c(OC)c2)c2nnc(-c3ccc(F)cc3Cl)o2)cc1	79.5	99.0	96.0	89.4	84.0	91.3	·	89.5	93.8
COc1ccc(/C=C/C(=O)c2ccc(Nc3nc(NCCO)nc(N4CCOCC4)n3)cc2)cc1	66.8	94.9	105.3	71.5	87.4	93.8	100.3	95.5	67.1
CCN(CC)CC(O)CN(CC)CC	87.4	104.5	118.1	112.3	110.0	101.3	·	102.6	105.5
O=C(Nc1ncc(Cc2cccc(Cl)c2)s1)C1COc2ccccc2O1 (configuration not stated)	85.6	95.8	106.2	84.1	88.6	88.6	88.5	93.5	89.8
CN1CCN(CC(=O)Nc2cccc(-n3cc(-c4ccncc4)c(-c4ccc(Cl)c(O)c4)n3)c2)CC1	30.5	20.8	85.6	26.1	47.7	55.5	21.8	0.8*	4.1*
CN1CCN(Cc2ccc(NC(=O)c3cccc(C#Cc4cnc(N)c5ncccc45)c3F)cc2C(F)(F)F)CC1	53.9	-49.9*	67.3	1.2*	67.2	96.4	85.3	-29.0*	-55.5*
Clc1cnc(Nc2ccc(OCCN3CCCC3)cc2)nc1NCc1ccco1	-3.8*	6.1*	59.1	4.6*	21.1	38.6	31.2	-14.2*	11.3
CCn1nccc1NC(=O)C(=O)c1c[nH]c2cccc(OC)c12	109.4	98.2	96.4	98.8	111.9	100.8	120.8	102.4	116.4
O=C(Nc1ccc(-n2cc(-c3ccncc3)c(-c3ccc(O)c(Cl)c3)n2)cc1)Nc1cccc(Cl)c1Cl	72.5	73.7	70.0	39.1	82.0	71.9	37.6	18.5	1.4*
C(=Nc1ccc(N2CCN(c3ccccc3)CC2)cc1)c1ccccn1	83.5	109.8	98.4	106.5	100.8	112.7	101.1	87.1	92.8
C=CCn1c(SCC(=O)Nc2ccc(C(=O)/C=C/c3ccc(Cl)cc3)cc2)nnc1-c1cc(-c2ccc(S(N)(=O)=O)cc2)nc2ccccc12	56.0	100.2	100.5	87.2	74.8	81.4	97.5	87.0	97.4
CC([C@H]1CCC2C3CCC4C[C@@H](NC=O)CC[C@]4(C)C3CC[C@@]21C)N(C)C (some centres not stated)	-1.3*	-71.5*	-67.2*	-21.1*	-70.0*	44.6	-38.8*	-78.4*	-49.4*
COc1cc(C2CC(c3cc(OC)c(OC)c(OC)c3)=NN2C(C)=O)ccc1OCc1ccc(F)cc1 (configuration not stated)	79.5	58.5	86.0	57.1	72.0	60.9	37.7	61.9	28.1

(more compounds)
SMILES	SNB-75	SW-620	HCC-2998	KM12	SF-268	SNB-19	SF-295	SF-539	HT29
COc1ccc(OC)c(/C=C/c2nnc(Nc3ccc(Cl)cc3)s2)c1	99.6	95.8	83.2	96.7	102.7	88.1	107.9	103.8	105.6
CCN(C(=O)c1cc2ccccc2[nH]1)[C@H]1CCC[C@@H](NCc2ccc(OC)cc2)C1	80.6	91.2	78.3	90.4	89.8	91.3	99.2	104.3	76.2
Fc1ccccc1NCn1nc(-c2cnccn2)oc1=S	111.1	99.8	96.6	97.2	101.2	103.2	99.6	97.4	91.0
O=C(CCCCCCN1CC(=O)N2[C@H](c3ccc(Cl)cc3)c3[nH]c4ccccc4c3C[C@@H]2C1=O)NO	30.2	35.4	82.3	80.3	85.1	69.6	85.6	57.0	67.5
Cc1cc2c(C(C)C)c(O)c(O)c(C(=O)C(=O)Nc3ccc(C(C)(C)C)cc3)c2c(O)c1-c1c(C)cc2c(C(C)C)c(O)c(O)c(C(=O)C(=O)Nc3ccc(C(C)(C)C)cc3)c2c1O	102.7	109.7	100.3	105.4	105.5	96.5	103.4	100.4	105.1
CCOC(=O)C1=C(N)Oc2c(sc3c(CC)cccc23)C1c1ccc(OC)cc1 (configuration not stated)	87.4	99.6	98.2	102.3	100.5	92.2	106.1	100.7	106.8
Oc1c(N=Nc2nn[nH]n2)ccc2ccccc12	143.0	101.5	102.7	80.1	93.8	92.6	65.4	95.3	81.8
CSc1nc(NCCO)c(C#N)c(-c2cccc(N)c2)n1	58.5	102.9	109.3	99.4	96.2	96.0	96.9	91.7	107.9
C[N+]1=C(/C=C/c2ccc(N)cc2)C(C)(C)c2ccccc21	92.8	80.4	100.8	98.9	99.4	97.3	96.4	100.6	89.8
OCC1COC(c2ccccc2)=N1 (configuration not stated)	94.3	115.1	101.1	102.4	113.2	109.7	97.6	108.0	87.4
CCCC(CCC)(C[N+](=O)[O-])C[N+](=O)[O-]	85.9	102.6	111.4	105.6	103.1	102.3	94.9	97.6	109.4
O=C(O)CCc1nc2ccccc2[nH]1	102.6	100.8	106.4	115.4	121.2	109.9	98.9	100.1	110.6
CCCCC(CC)CN=C(N)NC(N)=NCCCCCCN=C(N)NC(N)=NCC(CC)CCCC (configuration not stated)	-72.5*	-78.0*	-88.8*	-94.4*	-82.8*	-87.2*	-84.8*	-76.9*	-82.8*
Cc1cc(N2CCN(CC(=O)Nc3ccc4c(ccn4C)c3)CC2)nc(N2CCCCCC2)n1	90.1	93.6	127.3	93.1	102.2	89.1	98.9	110.3	56.9
CCCCCCNC(=O)/C(=C/c1ccc(OC)cc1)NC(=O)c1ccccc1	91.4	102.6	112.3	98.4	100.6	96.3	105.0	106.6	89.7
O=C1NC(=O)/C(=C\c2cccc(O)c2)N1	·	104.1	83.6	102.8	111.7	97.4	136.0	97.5	103.2
O=C(O)/C=C\C(=O)NCc1cccnc1	106.9	98.0	104.6	103.4	92.2	103.5	99.7	101.8	99.9
O=C1CN2C(c3ccccc3)=CSC2=N1	61.0	94.8	97.9	111.5	110.4	99.7	·	97.5	109.1
C[C@@H]1C=C2C(=O)O[C@@H]3CC[C@H](C1)[C@]23O	69.3	48.8	99.9	100.1	93.3	105.5	114.3	90.8	73.8
C[C@@H]1N=C(c2ccc3ccccc3c2)Nc2nc3ccccn3c2C1=O	37.1	26.3	77.0	30.3	58.0	53.3	14.9	37.2	5.9*
O=C(O)CN1CCc2c(sc3ncnc(N/N=C/c4ccccc4Br)c23)C1	97.8	98.3	115.9	106.4	108.0	100.2	101.2	104.3	115.5
O=C(Nc1ccc(C2=NCCCN2)cc1)c1ccc(C(=O)Nc2ccc(C3=NCCCN3)cc2)nc1	87.0	104.2	·	111.8	106.2	96.8	110.4	103.8	108.9
N#CCC(=O)NNC(=S)NC(=O)c1ccc(-n2c(=O)[nH]c3ccccc3c2=O)cc1	91.4	107.0	106.8	103.7	100.9	96.8	96.4	95.0	113.5
O=C(OCCCCCCl)c1cccc([N+](=O)[O-])c1	95.9	103.8	103.6	105.6	101.9	103.7	107.5	92.5	99.1
Cc1ccc(N2CCN(C(=S)c3ccccc3)CC2)cc1	87.1	97.6	100.8	107.3	104.3	92.3	105.1	103.5	98.3

Continuation.
SMILES	SNB-75	SW-620	HCC-2998	KM12	SF-268	SNB-19	SF-295	SF-539	HT29
Fc1ccc(-c2ccnc3c2c(-c2ccccc2)nn3-c2ccccc2)cc1	98.3	98.3	109.1	100.4	103.0	101.6	98.6	105.4	95.7
CCOc1ccc(OCC)c(NC(=O)OC(C)C)c1	104.0	102.8	107.9	94.4	97.8	100.1	101.8	101.5	105.5
COc1ccc(NC=O)c(OC)c1	89.7	97.9	107.5	96.2	97.1	96.0	96.1	104.4	96.1
O=C(NNC(=S)Nc1ccccc1)c1ccc2nc(-c3ccc([N+](=O)[O-])cc3)[nH]c2c1	101.2	108.2	105.5	104.3	102.9	112.3	106.9	104.5	107.3
COc1ccc(-c2nc3ccc(-c4nc5ccc(N6CCN(c7ccc(F)cc7)CC6)cc5[nH]4)cc3[nH]2)cc1OC	64.3	46.5	95.1	95.0	82.6	116.9	76.0	68.2	44.3
O=C1NCN(CCN2CCNC2=O)CN1	86.8	104.3	102.1	105.6	107.2	109.2	104.7	101.1	108.2
Cc1ccc(/C=C/C2CC(F)CCO2)cc1 (configuration not stated)	91.7	85.3	56.8	98.4	104.3	103.4	101.4	106.3	96.0
COc1cccc(/C=C/c2c(C(=O)O)cccc2[N+](=O)[O-])c1OC	89.3	99.7	104.3	96.8	95.8	105.1	91.6	104.0	103.7
Cn1c(=O)c2c(nc(OCc3ccccc3)n2C)n(C)c1=O	99.1	100.4	108.8	102.9	99.2	·	110.1	110.0	108.1
Nc1cc(S(=O)(=O)O)cc2cccc(S(=O)(=O)O)c12	103.1	112.3	112.9	103.9	110.6	109.9	103.9	106.1	114.0
COc1ccc(C2=NN(c3cc(Cl)cc(Cl)c3)C(c3sc(N(C)Cc4ccccc4)nc3Cl)C2)cc1 (configuration not stated)	89.0	104.8	91.3	100.0	94.7	103.1	94.8	103.0	92.3
NC(CSC1(c2ccccc2)c2ccccc2-c2ccccc21)C(=O)O (configuration not stated)	97.2	99.5	95.5	105.6	103.4	94.9	102.3	95.9	99.0
O=C(NNc1ccccc1)C1CCCN1 (configuration not stated)	90.7	68.2	82.2	31.9	64.6	94.1	85.0	80.5	62.3
Cc1nn(-c2ccccc2)c2nc3c(nc12)c(=O)oc1ccccc13	77.6	88.3	85.5	77.4	86.2	94.4	90.5	·	94.4
C[C@H]1C=C(C[C@H](O)CCCCCCCCCC[C@@H](O)[C@H]2CCC(=O)O2)C(=O)O1	186.1	92.7	102.2	102.3	100.3	96.8	91.8	93.1	125.9
Clc1ccc(-c2ccccc2)nn1	102.7	117.9	103.1	113.1	118.0	97.3	100.1	96.4	103.9
c1ccc(C2(c3ccccc3)CCCO2)cc1	85.2	101.5	106.4	103.5	107.7	108.0	95.4	88.1	105.9
COc1ccc(CN2CC(C#N)C(O)C2=O)cc1OC (configuration not stated)	94.9	99.4	115.8	102.2	101.4	99.0	109.6	112.3	106.4
Cc1cc(O)c(C=NC(=S)c2ccccc2)c(=O)o1	82.4	111.3	104.5	105.7	102.4	112.0	103.3	101.0	103.0
CC(=O)N(N=O)c1c(Cl)cc(Br)cc1Br	97.0	101.7	105.2	101.0	107.6	103.8	97.0	102.1	106.2
COc1cccc(-c2c(C#N)c(-c3ccccc3)nc3c2c(-c2ccccc2)nn3-c2ccccc2)c1	86.0	84.7	100.8	93.7	98.3	95.7	105.5	94.7	105.4
Cn1c(-c2nonc2NC(=O)c2ccc(F)cc2)nc2ccccc21	100.2	104.9	100.5	103.0	109.1	110.1	98.5	103.4	100.7

Of the compounds above, ten have an NH in an aromatic ring:
SMILES	SNB-75	SW-620	HCC-2998	KM12	SF-268	SNB-19	SF-295	SF-539	HT29
CCOc1cc(-c2ccc[nH]2)[nH]c1/C=C1\N=C(C)C(C(=O)OC)=C1C	-65.0*	-72.9*	-87.0*	-85.3*	-55.7*	11.9	-69.8*	-66.7*	·
Cc1cc(=O)[nH]c(=O)n1Cc1cn(-c2cc3ccccc3oc2=O)nn1	84.8	99.2	105.7	97.3	93.4	102.2	101.5	106.9	101.4
CCn1nccc1NC(=O)C(=O)c1c[nH]c2cccc(OC)c12	109.4	98.2	96.4	98.8	111.9	100.8	120.8	102.4	116.4
CCN(C(=O)c1cc2ccccc2[nH]1)[C@H]1CCC[C@@H](NCc2ccc(OC)cc2)C1	80.6	91.2	78.3	90.4	89.8	91.3	99.2	104.3	76.2
O=C(CCCCCCN1CC(=O)N2[C@H](c3ccc(Cl)cc3)c3[nH]c4ccccc4c3C[C@@H]2C1=O)NO	30.2	35.4	82.3	80.3	85.1	69.6	85.6	57.0	67.5
Oc1c(N=Nc2nn[nH]n2)ccc2ccccc12	143.0	101.5	102.7	80.1	93.8	92.6	65.4	95.3	81.8
O=C(O)CCc1nc2ccccc2[nH]1	102.6	100.8	106.4	115.4	121.2	109.9	98.9	100.1	110.6
N#CCC(=O)NNC(=S)NC(=O)c1ccc(-n2c(=O)[nH]c3ccccc3c2=O)cc1	91.4	107.0	106.8	103.7	100.9	96.8	96.4	95.0	113.5
O=C(NNC(=S)Nc1ccccc1)c1ccc2nc(-c3ccc([N+](=O)[O-])cc3)[nH]c2c1	101.2	108.2	105.5	104.3	102.9	112.3	106.9	104.5	107.3
COc1ccc(-c2nc3ccc(-c4nc5ccc(N6CCN(c7ccc(F)cc7)CC6)cc5[nH]4)cc3[nH]2)cc1OC	64.3	46.5	95.1	95.0	82.6	116.9	76.0	68.2	44.3

Screening data from PubChem.
